Assay outcomes: PubChem BioAssay, Southern Research Specialized Biocontainment Screening Center
M. tuberculosis: growth inhibition of non-replicating M. tuberculosis (AID 488890); Mycobacterium tuberculosis non-replicating, growth inhibition; higher % means a stronger effect; inhibition, % at 25 µM; hits with a dose series show IC50 in µM; 320,000 tested, 0.39% active; in the data active = a potency from the dose series; inconclusive = inhibition mostly from about 82% at the one dose, without a potency; inactive = the rest, 99 in 100 with inhibition below about 76%;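 also: plate controls were DMSO cells for no effect and high antibiotic wells for full effect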
VEEV TC-83 Vero: inhibitors of VEEV TC-83 cytopathic effect, confirmation, Vero cells (AID 588727); Vero cells, VEEV TC-83 cytopathic effect inhibition; higher % means a stronger effect; one-dose inhibition, % at 20 µM; IC50 in µM for titrated hits; 350,000 tested, 0.13% active; in the data active = a potency from the dose series; inconclusive = inhibition mostly from about 14% at the one dose, without a potency; inactive = the rest, 99 in 100 with inhibition below about 12%; also: strong numbers were not always called active
H1N1 NS1A inhibition: NS1A inhibition, H1N1 influenza, cell based functional assay (AID 504329); NS1A functional cell-based assay, percent inhibition; higher % means a stronger effect; inhibition, % at 12.5 µM, or IC50 in µM where a hit was titrated; 340,000 tested, 0.3% active; in the data active = a potency from the dose series; inconclusive = inhibition above about 27% without an active follow-up result; also: strong numbers were not always called active
Salmonella PhoP GFP: Inhibition of PhoP regulon, Salmonella typhi GFP reporter cells, confirmation, 4 h (AID 1850); Salmonella Typhi PhoP-promoter GFP reporter, fluorescence, 4 h; higher % means a stronger effect; inhibition, % at 50 µM; hits with a dose series show IC50 in µM; 310,000 tested, 0.33% active; in the data active = a potency from the dose series; inconclusive = inhibition mostly from about 25% at the one dose, without a potency; inactive = the rest, 99 in 100 with inhibition below about 19%;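 also: 0% = induced wells with vehicle and 100% = uninduced wells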
M. tuberculosis HTS: M. tuberculosis growth inhibition, HTS (AID 449762). inhibition, % at 25 µM; hits with a dose series show IC50 in µM. M. tuberculosis H37Rv growth inhibition, 7H9 media; higher % means a stronger effect. 330,000 tested, 0.59% active; in the data active = a potency from the dose series; inconclusive = inhibition above about 70% without an active follow-up result;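 also: bacterial growth assessed after seven days of incubation; strong numbers were not always called active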
VEEV TC-83 Vero 10K pilot screen: second read-out of VEEV TC-83 Vero, no call of its own (marks repeat the call); inhibition, %; measured here: 10K pilot screen inhibition
Active calls of the source: *; i = inactive; ? = inconclusive; . = no result given.

The first 7 entries as a preview:
SMILES	M. tuberculosis	VEEV TC-83 Vero	H1N1 NS1A inhibition	Salmonella PhoP GFP	M. tuberculosis HTS	others
CC(=O)c1cc(C(=O)N2CCc3c([nH]c4ccccc34)C2C2CCCCC2)[nH]n1 (centres undefined)	23%	2.1%	0%	1%	?
Cc1nc2cc(NC(=O)NCc3ccccc3)ccc2o1	-1%	0.4%	9%	-5%	-8%
COc1cc(C(=O)NNC(=S)NC(=O)c2ccc(F)cc2)cc(OC)c1OC	?	7.5%	1%	-1%	53%
CN(C)c1ccc(CN(C(=O)c2ccco2)C2CCS(=O)(=O)C2)cc1 (centres undefined)	-10%	i	4%	5%	-6%	VEEV TC-83 Vero 10K pilot screen=0.6
OCCCn1c(CCNc2nc(-c3ccc(Cl)cc3)cs2)nc2cc(C(F)(F)F)ccc21	-3%	i	5%	-19%	30%
CN(C)S(=O)(=O)N1CCN(c2ccnc3cc(Cl)ccc23)CC1	18%	7.4%	-2%	9%	12%
C/C(N)=C(/C#N)C(=O)CSc1nc2ccccc2n1CC(C)C	3%	1.8%	-2%	8%	0%

Main list (from the top)
SMILES	M. tuberculosis	VEEV TC-83 Vero	H1N1 NS1A inhibition	Salmonella PhoP GFP	M. tuberculosis HTS	others
CC(=O)c1cc(C(=O)N2CCc3c([nH]c4ccccc34)C2C2CCCCC2)[nH]n1 (centres undefined)	23%	2.1%	0%	1%	?
Cc1nc2cc(NC(=O)NCc3ccccc3)ccc2o1	-1%	0.4%	9%	-5%	-8%
COc1cc(C(=O)NNC(=S)NC(=O)c2ccc(F)cc2)cc(OC)c1OC	?	7.5%	1%	-1%	53%
CN(C)c1ccc(CN(C(=O)c2ccco2)C2CCS(=O)(=O)C2)cc1 (centres undefined)	-10%	i	4%	5%	-6%	VEEV TC-83 Vero 10K pilot screen=0.6
OCCCn1c(CCNc2nc(-c3ccc(Cl)cc3)cs2)nc2cc(C(F)(F)F)ccc21	-3%	i	5%	-19%	30%
CN(C)S(=O)(=O)N1CCN(c2ccnc3cc(Cl)ccc23)CC1	18%	7.4%	-2%	9%	12%
C/C(N)=C(/C#N)C(=O)CSc1nc2ccccc2n1CC(C)C	3%	1.8%	-2%	8%	0%
CCN1C(=O)CC(N2CCOCC2)C1=O (centres undefined)	.	i	9%	-4%	-4%
COc1ccc(NC(=O)CCCNC(=O)Cn2cnc3sc(C)c(C)c3c2=O)cc1OC	14%	4.0%	4%	-6%	6%
CCOC(=O)c1sc(N)nc1C(F)(F)F	.	4.0%	0%	.	.
COCCCn1c(SCC(=O)NNC(=O)c2cccc(O)c2)nnc1-c1ccncc1	-9%	1.2%	-3%	11%	-2%
COC(=O)CNC(c1ccccc1)c1cc(Br)ccc1NS(=O)(=O)c1ccc(C)cc1 (centres undefined)	45%	0.3%	-5%	-1%	11%
O=C(C[n+]1cccc(C(=O)Nc2ccccc2)c1)c1ccc([N+](=O)[O-])cc1	16%	i	3%	-1%	4%
CSC1=NSC2=NC(=O)/C(=C\c3coc4ccccc4c3=O)C(=N)N12	.	1.1%	-1%	19%	4%
Nc1nc(COc2ccc(F)cc2Cl)nc(N2CCCCC2)n1	6%	1.5%	-8%	2%	5%
CCO[C@@H]1OC(C(=O)N2CCCCCCC2)=C[C@H](c2ccc3c(c2)OCO3)[C@H]1CCCO	8%	0.6%	7%	-14%	2%
Cc1cc(-c2ccccc2)n(-c2cc(N/N=C/c3ccccc3O)ncn2)n1	-5%	7.8%	18%	-1%	8%
CCOC(=O)N1C2=NC(C(=O)OC)=C(C(=O)OC)[C@@H]3N(C)c4ccccc4[C@]23C[C@H]1C(=O)OC	-1%	0.5%	4%	-3%	-1%
COC(C[C@@H]1O[C@H]1[C@@H](O)[C@@H](C)OCc1ccccc1)OC	.	0.0%	11%	.	.
CCOc1ccccc1NC(=O)Cn1cnc2c(nnn2-c2cccc(OC)c2)c1=O	-12%	2.2%	-4%	-6%	2%
O=C(CSc1nnc(-c2ccccn2)o1)Nc1ccccc1	-18%	0.6%	0%	2%	-3%
COC(=O)c1nc2cc(C)ccn2c1F	-5%	1.1%	-29%	-8%	-4%
Cc1cc(C)n2c(SCC(=O)Nc3cc(S(=O)(=O)N(C)C)ccc3C)nnc2n1	0%	5.3%	-16%	.	-5%
CC(=O)N1CCc2cc(S(=O)(=O)NCCC(=O)Nc3cccc(C)c3)ccc21	-17%	2.5%	-1%	7%	-6%
CN1CCC(NC(=O)c2cc(-c3cccc(Br)c3)nc3ccccc23)CC1	34%	11%	-4%	-5%	-1%
CCOC(=O)N1CCN(c2c(NCCc3ccccc3)c(=O)c2=O)CC1	.	1.4%	29%	.	11%
O=C(Cc1ccccc1)N1CCN(CC2CC=CCC2)CC1 (centres undefined)	14%	1.5%	-7%	3%	0%
CCCCNC(=O)c1onc(CSc2cccc(F)c2)c1C(=O)O	23%	i	-11%	-8%	3%
CCC(=O)c1cc(Br)ccc1OCC(=O)N1CCN(S(=O)(=O)c2ccccc2)CC1	.	5.8%	0%	.	.
CCN(CC)c1ncnc2sc(C(=O)N3CCN(c4ccc(OC)cc4)CC3)c(C)c12	20%	8.9%	6%	-3%	3%
Cc1ccc(-c2ccc(C3C(C#N)=C(N)Oc4n[nH]c(C)c43)o2)cc1 (centres undefined)	?	1.8%	-6%	4%	24µM*
COc1ccc(OC)c(/C=N/N=C(\N)c2nonc2N)c1	-6%	i	10%	-1%	-1%
COc1ccc(C2N(C(=O)N(C)C)CCN2S(=O)(=O)c2ccc(OC)cc2)cc1 (centres undefined)	-1%	4.4%	-13%	-1%	-6%
CCCN(C(=O)Cn1nc(C)c([N+](=O)[O-])c1C)c1c(N)n(Cc2ccccc2)c(=O)[nH]c1=O	12%	i	8%	-2%	3%
CC(C)COc1cc(=O)[nH]c(SCC(C)C)n1	.	i	7%	13%	-4%
Cc1ccc(NC(=O)Nc2ccc3c(c2)CCC3)c(C)c1	-15%	2.4%	-8%	-4%	-10%
C=CCOc1ccc(/C=C2\SC(=Nc3cccnc3)NC2=O)cc1	23%	0.8%	-20%	-15%	-7%
O=C(O)c1ccc2c(=O)n3cc(C(=O)c4ccccc4O)cc(Cl)c3nc2c1	.	1.2%	-2%	-5%	3%
COc1ccccc1C(=O)NC(CCSC)C(=O)NCCCn1nc(C)cc1C (centres undefined)	-9%	1.7%	-14%	1%	2%
CC1(C)CC2CC(C)(CN2C(=O)COC(=O)Cn2[nH]c(=O)c3ccccc3c2=O)C1 (centres undefined)	-1%	0.1%	0%	-5%	.
N#Cc1nc(Cc2ccccc2)oc1N1CCC(C(N)=O)CC1	-7%	1.3%	0%	-4%	0%
CC(=O)c1c(C)[nH]c(C(=O)OCC(=O)NCCCc2ccccc2)c1C	37%	3.6%	-5%	.	-9%
COC(=O)c1ccccc1NC(=O)COC(=O)c1ccc(C)c(NC(=O)c2ccco2)c1	-4%	0.3%	3%	-8%	-16%
CCNc1cc(=O)n(C)c(=O)n1C	-8%	0.3%	-8%	-4%	2%
O=C(c1cc(Cl)cc(Cl)c1)N1CCC(=O)N(C(COCc2ccccc2)Cc2ccccc2)CC1 (centres undefined)	4%	5.5%	-4%	-3%	6%
Cc1cc(C(=O)OCC(=O)NC2CCC(C)CC2)c(C)o1 (centres undefined)	40%	0.1%	-1%	.	0%
Cc1ccc(C(=O)CSc2nnc(COc3cccc(C)c3)o2)cc1	28%	3.1%	2%	1%	-1%
Cc1cc(NC(=O)/C=C/c2ccccc2Cl)n(-c2nc3ccccc3[nH]2)n1	34%	4.3%	-2%	4%	39%
O=C(C(=O)N1CCc2ccccc2C1)c1cn(CC(=O)N2CCCC2)c2ccccc12	19%	1.8%	1%	-4%	-4%
NC(=S)N/N=C/c1ccccc1OC(=O)c1cc2ccccc2oc1=O	?	0.9%	-1%	-15%	9%
CCC(C)(C)NC(=O)c1cc(C(=O)OC)cc([N+](=O)[O-])c1	7%	1.3%	-1%	-15%	8%
Cc1cn(CC(=O)NCC(C)c2ccccc2)c(=O)[nH]c1=O (centres undefined)	.	i	19%	.	.
CCc1cc2c(SCC(=O)c3ccccc3)ncnc2s1	38%	3.2%	-3%	-1%	4%
Cc1c(C(=O)NCc2ccccc2)oc2ccc(S(=O)(=O)N3CCCC3)cc12	-1%	1.9%	11%	-4%	1%
CC(NC(=O)NC1CCCCC1)C(c1cccs1)N1CCN(C)CC1 (centres undefined)	-6%	0.7%	0%	-2%	-9%
O=C1c2cccc(Cl)c2C(=O)N1c1ccccn1	-6%	i	.	0%	2%
CC(=O)Nc1c(F)cc(Br)cc1F	-25%	0.3%	-23%	-3%	-14%
CCN(CC)C(=O)CSc1nc2c(sc(=S)n2Cc2ccco2)c(=O)n1-c1ccccc1	56%	i	0%	-13%	-2%
O=C(NNS(=O)(=O)c1ccccc1)c1cccc(F)c1	-4%	i	-6%	4%	9%
COC(=O)c1cccc(NC(=S)NCc2ccco2)c1	?	1.7%	-14%	5%	44%
The listing continues:
SMILES	M. tuberculosis	VEEV TC-83 Vero	H1N1 NS1A inhibition	Salmonella PhoP GFP	M. tuberculosis HTS	others
COCCn1c(SCC(=O)N2CCCCC2)nc2c(c1=O)SCC2	-7%	1.8%	-4%	-14%	-6%
Cn1nnnc1SCC(=O)NC(C)(C)C	-20%	3.3%	-1%	0%	-5%
COCCN1CCN(Cc2nc(Cc3ccc(OC)c(OC)c3)no2)CC1	1%	2.6%	10%	-21%	5%
O=C(COc1ccc2ccccc2c1)Nc1cccc2cccnc12	59%	1.6%	-1%	-1%	44%
c1ccc2[nH]c(CSc3ncnc4c3oc3ccccc34)nc2c1	4%	7.1%	-3%	3%	-8%	VEEV TC-83 Vero 10K pilot screen=1.0
S=c1[nH]nc(CCc2ccc(Cl)cc2)o1	78%	0.3%	3%	-10%	14%
Cn1nc(C(F)(F)F)c2cc(NC(=O)OCC(C)(C)C)sc21	53%	0.1%	6%	-2%	13µM*
Cc1csc(N/N=C/c2ccc([N+](=O)[O-])cc2)n1	32%	2.3%	2%	2%	-4%
CCOC(=O)c1c(C)nc(SC)c(C#N)c1-c1ccccc1	34%	0.8%	-2%	-5%	5%
CCOC(=O)c1oc2ccccc2c1CN1CCCCC1	26%	1.1%	3%	-4%	-3%
COc1cc2c(cc1OC)C(c1cc(C)ccc1C)CC(=O)N2 (centres undefined)	-5%	0.7%	4%	-7%	-3%
O=C(CSc1nc(-c2ccc(F)cc2)cs1)NCCN1C(=O)CSC1=O	29%	0.9%	7%	-3%	3%
CCCCCN1C/C=C\C(c2ccc(OC)cc2)N(Cc2ccc(F)cc2)C(=O)C1 (centres undefined)	20%	i	5%	2%	1%
CCOCC(=O)Nc1ccc([N+](=O)[O-])cc1C	-1%	0.1%	-13%	-1%	15%	VEEV TC-83 Vero 10K pilot screen=0.0
CCC(=O)NC1=C(Nc2ccc(N)cc2)C(=O)c2ccccc2C1=O	12%	i	10%	15%	2%
O=C(COc1cccc2cccnc12)N1CCc2ccccc21	-22%	3.0%	-6%	-5%	7%
O=C1C2CCCN2C(c2cccnc2)N1c1ccc(Cl)c(Cl)c1 (centres undefined)	-8%	0.5%	3%	3%	-12%
C=CCNC(=S)Nc1sc2c(c1C(=O)OCC)CC(C)(CC)OC2 (centres undefined)	17%	1.0%	-19%	-10%	5%
Cc1cc(C)c(NC(=O)Nc2ccccc2C)c(Cl)c1	-8%	0.4%	-4%	2%	5%
COc1ccc(C2c3ccc4ccccc4c3Oc3ncn4nc(Cc5ccccc5)nc4c32)cc1OC (centres undefined)	-9%	6.0%	7%	12%	-3%
O=C(O)C1Nc2ccc(OC(F)(F)F)cc2C2C=CCC12 (centres undefined)	7%	.	.	-10%	4%
O=C(NC1CCCCCCC1)c1ccc(Br)cc1	69%	0.2%	.	-1%	3%
COc1cccc(NC2=C(Cl)C(=O)OC2OC(=O)c2ccco2)c1 (centres undefined)	43%	4.5%	-3%	-2%	53%
CCOc1ccccc1NC(=O)COC(=O)CSc1ccc(Cl)cc1	5%	i	2%	-1%	0%
COc1ccc(-c2[nH]ncc2-c2cnc(C)s2)c(O)c1	18%	0.4%	0%	10%	-1%
CCOCC(=O)Nc1cc(C(=O)NCCC(C)C)ccc1Cl	0%	.	.	1%	5%
O=C(CSc1nnnn1C1CCCCC1)N1CCCC1	10%	0.7%	1%	5%	1%
CCN(CC)C(=O)c1ccccc1NC(=O)c1ccccc1	-10%	0.8%	-4%	0%	1%
COc1ccc(S(=O)(=O)N2CCN(C(=O)Nc3ccccc3OC)CC2)cc1	6%	4.5%	-1%	12%	1%
O=C(NCc1cccs1)Nc1ccc(Cl)cc1	32%	i	4%	-12%	12%
